# Compound activity as filed in PubChem.
# PGC1a acetyl inh = inhibitors of PGC1a acetylation signal, primary screen, cell-based, U2OS, AlphaScreen, inhibitor mode; AlphaScreen anti-acetyl-lysine; with virally co-expressed GCN5 acetyltransferase; inhibition, % at 15.6 µM; 350,000 compounds, 0.17% hits;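 active = every replicate shows inhibition of at least 40%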;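 also: 0% = neutral control wells and 100% = positive control wells; some results beyond the cut were filed as inactive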
# PglD DTNB = C. jejuni PglD acetyltransferase inhibitors, primary screen, biochemical, DTNB colorimetric, single point. purified PglD enzyme, DTNB colorimetric CoA detection. UDP-N-acetylbacillosamine N-acetyltransferase PglD (Campylobacter jejuni). 360,000 compounds, 0.098% hits. inhibition, % at 12.5 µM; in the data active = inhibition above about 16%, passing the limit was not always enough; also: strong numbers were not always called active
# Statin myotox sup = suppressors of statin myotoxicity in C2C12 myotubes, primary screen, cell-based, single point, plate reader | AID 602340, 2012 | C2C12 myotubes + simvastatin, ATP luminescence, 48 h; scaled: DMSO 0, geranylgeraniol control 100 | 330,000 compounds, 0.78% hits | rescue of ATP level, % at 7.49 µM;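 active = mean ATP rescue above about 67%, or every replicate alone reaching that limit, limit read from the data, passing the limit was not always enough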;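 also: myotubes were challenged with 10 µM simvastatin during compound exposure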
# ARNT-TACC3 inh = disruptors of ARNT/TACC3 protein interaction, primary screen, biochemical, AlphaScreen, single concentration | Transforming acidic coiled-coil-containing protein 3 (Homo sapiens), Q9Y6A5 | AlphaScreen His-ARNT PAS-B/GST-TACC3 binding, luminescence; TACC3 fragment carries E629A point mutation | inhibition, % at 9.99 µM | 390,000 compounds, 0.66% hits;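 active = mean inhibition of replicates at least 50% and at least half of replicates each reaching 50%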;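 also: 0% = complete ARNT plus TACC3 wells and 100% = ARNT alone without TACC3; many hits fall short of the cut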
# LGR2 inh = inhibitors of bursicon-induced LGR2 CRE-luciferase signal, primary screen, cell-based, HEK293, CRE-luciferase reporter, bursicon stimulation. inhibition, % at 9.99 µM. 380,000 compounds, 0.35% hits. Drosophila bursicon receptor LGR2 (rickets). bursicon-stimulated, 4 h. AID 720647, 2013;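 active = drop in luminescence signal, shown as inhibition above about 50% in the replicate tests, limit read from the data, passing the limit was not always enough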;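 also: agonist challenge used bursicon conditioned medium at about half maximal strength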
# Cneo AK release = Cryptococcus neoformans cell lysis inducers, primary screen, AK release luminescence, single concentration; lysis activity, % at 15 µM; C. neoformans lysis, adenylate kinase release luminescence, 4 h; normalised: neutral wells 0, clomiphene wells 100; AID 651654, 2012; 360,000 compounds, 0.2% hits;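 active = mean lysis activity across replicates of at least 80%, whatever share of replicates individually reach that level; inactive = mean lysis activity below 80%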
#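 read-out = cell lysis signal | test system = log-phase Cryptococcus neoformans yeast cells | input = cells at 5 × 10^6 per mL | medium = fresh YPD growth medium | signal = luminescent adenylate kinase detection reagent | timing = 4 h at 37 °C static, read 1 h later | dosing = single dose | controls = Clomiphene as positive lysis control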
# PAX8 reporter = inhibitors of PAX8-driven TPO luciferase reporter, primary screen, RMG-I cells, single concentration. SteadyGlo, 24 h. 360,000 compounds, 1.2% hits. inhibition, % at 12.6 µM;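 active = mean replicate inhibition at least 60% with every replicate also reaching 60%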;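 also: luciferase light reporting Pax8 driven TPO promoter activity; plate controls were median of neutral control wells for no effect and mitoxantrone controls for full effect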
# INS-1E GSIS act = GLuc luminescence reporter in INS-1E cells, primary screen for activators of glucose-dependent secretion of insulin. INS-1E GLuc reporter insulin secretion, 2-3 h. activation, % at 16.6 µM. 370,000 compounds, 0.61% hits. AID 743287, 2014;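 active = lowest replicate activation of at least 40%, so every replicate reaches that level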;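 also: 0% = median of neutral control wells and 100% = median of IBMX positive control wells; some compounds called inactive have numbers as strong as hits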
# Numbers without * were called inactive; / = not tested or not shown; & = joins results of further samples.
SMILES,PGC1a acetyl inh,PglD DTNB,Statin myotox sup,ARNT-TACC3 inh,LGR2 inh,Cneo AK release,PAX8 reporter,INS-1E GSIS act
CC1=C(C(=O)N2CCCC(N3CCN(c4cccc(Cl)c4)CC3)C2)OCCO1 (configuration not stated),3,2,/,-23,-10,0,6,-12
N#Cc1nc(COc2ccc(Cl)cc2Cl)oc1N1CCOCC1,11,8,-3,9,-31,-2,/,-9
COc1cccc(NC(=O)CSC2=C(C#N)C(c3ccco3)C3=C(CCCC3=O)N2)c1 (configuration not stated),-17,-2,/,/,/,3,16,/
CCOC(=O)c1c(C)[nH]c(C(=O)OCC(=O)Nc2cc(C)c(Cl)cc2OC)c1C,-9,3,-8,4,/,3,-1,/
CCN(CC)S(=O)(=O)c1ccc(C(=O)Nc2nnc(CSC)o2)cc1,/,/,/,-5,4,/,14,13
Cc1ccc(N2C(=O)N(CC(=O)Nc3ccc(C)cc3C)C(=O)C2C)cc1 (configuration not stated),-5,/,/,0,-18,/,-23,/
CCOCC(=O)Nc1ccc(-c2cn3cccnc3n2)cc1,5,2,3,1,/,0,/,/
N=C(N)SCc1ccc(O)c([N+](=O)[O-])c1,-3,-3,-24,-3,5,-3,-2,-15
CCN(C(=O)CN1CCN(c2ccc(O)cc2)CC1)c1c(N)n(Cc2ccccc2)c(=O)[nH]c1=O,-4,1,3,-2,/,0,15,/
CC(=O)c1csc(-c2cccc(-c3nc4ccc(Cl)cn4c3NC3CCCCC3)c2)c1,2,-2,-2,-6,8,0,-37,5
O=C(NC(c1ccc(Cl)cc1)c1cnccn1)C1CCN(Cc2ccc(Oc3ccccc3)cc2)CC1 (configuration not stated),-11,0,-8,/,/,2,25,/
O=S(=O)(c1ccc2c(c1)OCCO2)N1CCN(S(=O)(=O)c2c(F)cc(F)cc2F)CC1,6,6,-19,0,-5,-2,-33,11
COc1ccc2nc(Cl)c(/C=N/Nc3ccccn3)cc2c1,7,1,-2,7,-35,-5,-70,-10
N/C(=N\OC(=O)COc1ccc(Cl)cc1Cl)c1ccncc1,/,/,-4,-5,14,/,-253,22
COc1ccc(NC(=O)Nc2ccc3c(c2)C(=O)N([C@@H](C)CO)C[C@H](C)[C@H](CN(C)C(=O)Cc2ccccc2)OCCCC[C@@H](C)O3)cc1,12,2,/,-39,32,1,-18,-13
CN(C)C(=O)[C@]1(CCS(=O)(=O)c2ccccc2)N=C(c2ccc(OCCCO)cc2)O[C@@H]1c1ccccc1,/,3,/,0,/,-2,-3,/
CN(C(=O)c1ccc(=O)n(Cc2ccc(Cl)cc2)c1)c1ccccc1,8,-11,-3,-7,-5,-2,9,20
CSc1ccc(S(=O)(=O)NC2CCCCC2)cc1,-12,1,/,-5,/,4,/,/
CC1(C)CN2C(=O)c3ccccc3C2(C)S1 (configuration not stated),-11,/,/,-18,-3,/,13,-4
CCOC(=O)CSc1n[nH]c(NC(=O)CC)n1,8,/,/,-7,2,/,-21,0
O=C(COc1ncnc2c(Cl)cc(Cl)cc12)NC1CCCCCC1,9,-1,-2,-10,/,-1,13,/
O=C(C[C@H]1C=C[C@H](NC(=O)c2ccc(F)cc2)[C@@H](CO)O1)NCCc1ccccc1,-11,-2,21,-10,11,-1,8,-1
O=C(Nc1ccccc1)c1ccccc1O,3,7,-3,-8,/,0,/,/
COc1ccc2nc(NC(=O)c3cc(S(=O)(=O)N4CCOCC4)ccc3C)sc2c1,-24,3,5,7,/,-3,/,/
CC(=O)Nc1ccc(C2CC(c3ccc(Cl)cc3)=NN2c2ccccc2)cc1 (configuration not stated),/,-2,9,-32,-19,-1,-36,-7

# Gathered by group: those above with an aryl thioether with sulfur outside any ring.
SMILES,PGC1a acetyl inh,PglD DTNB,Statin myotox sup,ARNT-TACC3 inh,LGR2 inh,Cneo AK release,PAX8 reporter,INS-1E GSIS act
CSc1ccc(S(=O)(=O)NC2CCCCC2)cc1,-12,1,/,-5,/,4,/,/
CCOC(=O)CSc1n[nH]c(NC(=O)CC)n1,8,/,/,-7,2,/,-21,0

# The listing continues.
SMILES,PGC1a acetyl inh,PglD DTNB,Statin myotox sup,ARNT-TACC3 inh,LGR2 inh,Cneo AK release,PAX8 reporter,INS-1E GSIS act
Cc1ccc(C(=O)NCC(=O)NNC(=O)CN(C)S(=O)(=O)c2ccc(Cl)cc2)s1,-4,-4,4,2,13,2,-10,-2
C[C@H](CO)N1C[C@H](C)[C@@H](CN(C)C(=O)Nc2ccccc2)Oc2ccc(NS(=O)(=O)c3cn(C)cn3)cc2CC1=O,-5,2,-7,-5,-14,-2,-4,6
CC(C)CNS(=O)(=O)c1ccc(OCC(=O)NCc2ccco2)cc1,/,/,/,1,8,/,15,-2
C[C@@H]1CN([C@@H](C)CO)S(=O)(=O)c2ccc(-c3ccncc3)cc2O[C@@H]1CN(C)C(=O)CC1CC1,7,0,5,-4,1,-1,/,25
COc1cccc(NC(=O)N(C)C[C@H]2Oc3cc(C#Cc4ccncc4)ccc3S(=O)(=O)N([C@H](C)CO)C[C@@H]2C)c1,-3,6,/,/,14,-1,/,-32
C=CCOC(=O)[C@@H]1[C@H]2C(=O)O[C@H](c3ccccc3)[C@H](c3ccccc3)N2[C@H](c2ccc(OCCOC(=O)[C@@H]3C[C@@H]4C(=O)N5CCC[C@H]5C(=O)N4[C@@H]3c3ccc(O)cc3)cc2)[C@@]12C(=O)Nc1ccc(I)cc12,3,4,/,-10,/,-2,0,/
CC(C)(C)[C@@H]1COC(=O)[C@H](Cc2ccc(F)cc2)C/C=C\C[C@H](CC(=O)N(CCO)Cc2ccccc2)C(=O)N1,/,-7,-25,0,11,5,20,-51
CC(C)CC(=O)Nc1ncnc2c1C(=O)CC(C)(C)C2,4,5,-6,1,-4,1,/,19
COc1ccc(NC(=O)C2CC3C=CC2C3)c([N+](=O)[O-])c1 (configuration not stated),/,/,/,11,-45,/,-27,8
COc1ccc(NC(=S)NCc2cccs2)cc1,1,/,/,-1,-20,/,-11,-3
CC(C)(C)CC(C)(C)NC(=S)Nc1ccc2nc(-c3ccccn3)c(-c3ccccn3)nc2c1,-5,-2,-5,5,/,4,24,/
O=C(Nc1cccc(F)c1)N1C[C@@H]2N[C@H](C1)C2c1ccc(-c2ccccc2F)cc1 (some centres not stated),1&-29,/,/,/,8&18,/,0&22,-5&16
C[C@H]1CN([C@@H](C)CO)C(=O)Cc2cc(NS(=O)(=O)c3ccc(F)cc3)ccc2O[C@@H]1CN(C)Cc1ccc(Cl)c(Cl)c1,-5,/,69*,/,16,/,11,-4
[N-]=[N+]=NC(c1ccccc1)c1nc2ccccc2[nH]c1=O (configuration not stated),2,-4,2,-34,-20,0,7,-10
COCC(=O)N1CCCN(c2nc3c(C)cccc3cc2C#N)CC1,-6,1,11,2,/,1,1,/
Cc1cc(C(F)(F)F)n2ncc(-c3ccc(F)cc3)c2n1,2,6,1,-2,-5,-1,/,28
C[C@H](NC(=O)C[C@@H]1C[C@H]2c3cc(NC(=O)C4CCC4)ccc3O[C@H]2[C@@H](CO)O1)c1ccccc1,-9,-2,1,-11,-6,-7,1,-3
COC(=O)c1cccc(S(=O)(=O)N2CCOCC2)c1,3,-1,/,-3,/,-1,1,/
CC1CCCCN1C(=O)Cn1c(=O)oc2cc(S(=O)(=O)N3CCCCC3)ccc21 (configuration not stated),-2,3,-1,0,14,2,13,-5
CO[C@@H]1CN(C)C(=O)c2ccc(NC(=O)c3ccc(-c4ccccc4)cc3)cc2OC[C@@H](C)NC[C@@H]1C,14,/,/,/,0,/,16,-9
CCc1ccc(NC(=O)Cn2ccn(-c3cccc(Cl)c3)c(=O)c2=O)cc1,13,-5,15,-5,-10,0,1,-5
CC(=O)Nc1ccc(NC(=O)CSc2ncc(C(=O)Nc3ccccc3)c(=O)n2C)cc1,-3,0,18,-2,21,3,-2,2
CC1(C)CC2CC(C)(CN2C(=O)COC(=O)c2cncc(Br)c2)C1 (configuration not stated),1,-8,2,/,3,-1,-5,4
CCCCOc1ccc(C(=O)Nc2ccc(N3CCN(C(=O)C(C)C)CC3)cc2)cc1,6,-3,-20,-8,/,-1,/,/
C[C@@H]1CN([C@@H](C)CO)C(=O)c2cc(-c3cccc(C(=O)N(C)C)c3)cnc2O[C@H]1CN(C)C(=O)Cc1ccccn1,9,1,/,-8,26,-2,/,-3
# Other entries:
SMILES,PGC1a acetyl inh,PglD DTNB,Statin myotox sup,ARNT-TACC3 inh,LGR2 inh,Cneo AK release,PAX8 reporter,INS-1E GSIS act
COc1cc2[nH]cc(C(=O)NCc3cccs3)c(=O)c2cc1OC,13,/,-10,/,12,/,/,35
O=C(CSc1ccc(F)cc1)NCC1(N2CCOCC2)CCCCC1,/,-2,-6,-12,-10,-1,-1,15
NC(=O)/C(=C/c1cccnc1)NC(=O)c1ccccc1,6,-4,/,-6,-3,-1,8,-21
CC(=O)N1c2ccc(S(=O)(=O)N3CCCC(C(=O)NC4CCCC(C)C4C)C3)cc2CC1C (configuration not stated),-2,-4,13,-5,-15,0,13,-15
O=C(c1cccc(Br)c1)N1CCN(S(=O)(=O)N2CCCCC2)CC1,19,0,3,0,-5,-2,-16,-4
CC1CCCC(NC(=O)COC(=O)c2ccc([N+](=O)[O-])o2)C1C (configuration not stated),6,-1,3,-4,2,2,13,/
Cc1ccc(S(=O)(=O)NCC[C@H]2CC[C@@H](NC(=O)NC(C)C)[C@@H](CO)O2)cc1,-5,4,2,/,-3,4,-7,11
Cc1ccc(F)cc1C(=O)N1CCOCC1c1cc(C(=O)NCc2ccccc2)no1 (configuration not stated),-17,-1,4,/,13,-1,-1,/
C[C@@H]1CN([C@@H](C)CO)C(=O)c2cc(NC(=O)Cc3cn(C)c4ccccc34)ccc2O[C@@H]1CN(C)C(=O)Nc1cccc2ccccc12,-8,-7,0,6,20,0,/,4
CCNC(=S)Nc1cc2oc3ccccc3c2cc1OC,-2,2,-9,4,-11,37,-35,13
COc1ccccc1COC(=O)C(NC(=O)c1ccc(C)cc1)C(C)C (configuration not stated),2,4,6,-4,-1,/,-2,-3
Cc1cccc(C)c1NC(=O)CN1CCN(CC(=O)c2cc(C)n(C3CC3)c2C)CC1,1,4,-4,3,-4,-1,17,-9
Cc1ccc(NC(=O)COc2ncnc3ccccc23)cc1S(=O)(=O)N1CCOCC1,-1,-7,/,-3,5,0,59,-1
CCCSc1nc2sc3c(c2c(=O)[nH]1)CC(C)CC3 (configuration not stated),12,/,/,-29,5,/,10,18
COc1ccccc1NC(=O)c1sc2ncn(CC(=O)Nc3ccccc3)c(=O)c2c1C,5,0,0,-1,18,6,20,-3
Cc1ccccc1CN(C)C(C)C(=O)NCc1ccccc1 (configuration not stated),-2,-6,-5,-40,-1,-1,22,9
Cc1ccc(NC(=O)Nc2ccc3c(c2)C(=O)N(C)[C@H]2CC[C@H](CC(=O)O)O[C@@H]2CO3)cc1,-2,1,-4,-21,5,-2,-9,12
C=CCC1(CC=C)CCCN1C(=O)c1ccc2oc(CCCC)nc2c1,-16,-3,-3,/,/,-1,-185,/
